# Screening results deposited in PubChem by several laboratories.
# bIAP inh = bovine intestinal alkaline phosphatase inhibitors, primary screen, selectivity assay for TNAP inhibitor project, biochemical, bovine IAP, CDP-star luminescence; inhibition, % at 20 µM; purified bovine IAP, 30 min; 190,000 tested, under 10 active; alkaline phosphatase, intestinal [Bos taurus];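 active = over 50% inhibition of intestinal alkaline phosphatase at 20 µM in the single-dose screen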
#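 System: Purified bovine intestinal alkaline phosphatase (IAP) enzyme | Input: IAP diluted 1/65,000,000 in the well | Also added: CDP-star chemiluminescent phosphatase substrate, 30 µM final | Dosing: 20 µM single dose | Times: Enzyme reaction for 30 min at room temperature | Detection: Luminescence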
# Lmaj promast = Leishmania major promastigote growth inhibition, primary screen | 200,000 tested, 9% active | inhibition, % at 10 µM | Leishmania major promastigotes, resazurin fluorescence viability; in the data active = inhibition above about 50%;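 note: promastigotes grown with compound for 44 hours at 28 °C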
# TNAP act hiacc = TNAP activators at high phosphate acceptor level, primary screen, biochemical, luminescence, uHTS | activation factor at 20 µM | AID 1136, 2008 | purified TNAP, CDP-star luminescence, 1 M DEA, 30 min; stronger effect = higher value; 0 = EDTA background, 1 = DMSO-only activity | 200,000 tested, under 10 active;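 active = activation factor at least 2 at 20 µM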
# Target sequence (P05186 whole entry, looked up): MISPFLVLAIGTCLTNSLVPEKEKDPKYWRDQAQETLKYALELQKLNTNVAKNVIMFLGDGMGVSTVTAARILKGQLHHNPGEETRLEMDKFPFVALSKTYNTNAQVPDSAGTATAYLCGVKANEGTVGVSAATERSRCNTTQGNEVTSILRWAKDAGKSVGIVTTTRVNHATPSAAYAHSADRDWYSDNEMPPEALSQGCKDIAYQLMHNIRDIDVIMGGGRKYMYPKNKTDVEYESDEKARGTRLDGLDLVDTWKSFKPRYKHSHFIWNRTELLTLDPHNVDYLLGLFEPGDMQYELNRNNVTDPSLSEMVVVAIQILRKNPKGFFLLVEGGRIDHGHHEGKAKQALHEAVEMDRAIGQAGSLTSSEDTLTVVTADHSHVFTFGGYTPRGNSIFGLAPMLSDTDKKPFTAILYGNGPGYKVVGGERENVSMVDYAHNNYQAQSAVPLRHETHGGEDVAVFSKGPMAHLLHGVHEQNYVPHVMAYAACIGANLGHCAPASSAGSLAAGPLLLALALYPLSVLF
#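 Measured by: Luminescent substrate turnover signal | Test system: Human TNAP | Input: TNAP 1/800 final | Dosing: 20 µM single point | Schedule: 30 min, room temperature | Controls: EDTA wells as negative control, DMSO wells as positive control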
# PMI act = activators of human PMI, primary screen, biochemical, fluorescence intensity, near-Km mannose 6-phosphate. activation factor at 20 µM. purified human PMI, coupled resazurin fluorescence, 20 min; stronger effect = higher value; 1 = vehicle control, 0 substrate-free wells. 190,000 tested, 0.005% active;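 active = activation factor of 2 or more at 20 µM, relative to plate controls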
# Target sequence (P34949 whole entry, looked up): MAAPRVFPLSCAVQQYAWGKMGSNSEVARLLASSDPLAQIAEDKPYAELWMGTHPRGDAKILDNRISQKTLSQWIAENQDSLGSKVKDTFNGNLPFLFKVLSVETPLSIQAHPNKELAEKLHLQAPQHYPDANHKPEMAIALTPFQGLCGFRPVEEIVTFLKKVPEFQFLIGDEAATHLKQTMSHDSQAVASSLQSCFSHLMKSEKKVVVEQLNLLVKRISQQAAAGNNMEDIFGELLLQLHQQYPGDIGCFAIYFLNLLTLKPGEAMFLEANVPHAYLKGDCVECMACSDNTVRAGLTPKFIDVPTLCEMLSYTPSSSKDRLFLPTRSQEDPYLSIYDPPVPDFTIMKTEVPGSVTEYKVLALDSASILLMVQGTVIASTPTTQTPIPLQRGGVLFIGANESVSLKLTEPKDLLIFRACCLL
# Diaph inh CS = diaphorase inhibitors and chemical oxidizers, primary screen, counter-screen for diaphorase-coupled primary assays, biochemical, uHTS, resorufin fluorescence | diaphorase resazurin-to-resorufin fluorescence, NADH, 16 min; bacterial (C. kluyveri) enzyme, not human | 190,000 tested, 0.69% active | AID 1217, 2008 | inhibition, % at 20 µM;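 active = primary screen inhibition at 20 µM above a set limit, cut at about 50% in these data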;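 note: plate controls were DMSO with full reaction for no effect and wells lacking NADH for full effect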
#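 Assay system – diaphorase enzyme from Clostridium kluyveri · Amount – diaphorase 0.14 U/mL (working solution) · Times – reaction incubation of 16 min at room temperature · Controls – No-NADH positive control and DMSO neutral control · Signal – resorufin fluorescence 544/590 nm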
# PMI act hi M6P = human PMI activators, high substrate, primary screen, biochemical, fluorescence intensity, near-saturating mannose 6-phosphate; coupled PMI enzyme assay, resazurin fluorescence, 20 min; stronger effect = higher value; 1 = untreated enzyme, 0 = substrate-free blank; activation factor at 20 µM; 190,000 tested, 0.34% active; AID 1216, 2008;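 active = activation factor of 2 or more at 20 µM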
#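 Test system – human PMI in coupled enzyme assay · Timing – 20 min incubation at room temperature · Detection – Diaphorase-driven resazurin-to-resorufin fluorescence, excitation 544, emission 590 nm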
# Diaph act CS = compounds boosting diaphorase resazurin reduction – biochemical, uHTS, resorufin fluorescence, counter-screen for diaphorase-coupled primary assays, primary screen; activation factor at 20 µM; Diaphorase/resazurin coupled assay, 16 min; stronger effect = higher value; 1 = vehicle wells, 0 = NADH-free wells; 190,000 tested, 0.005% active;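 active = diaphorase activity raised at least twofold by the compound at 20 µM; inactive = activation factor below 2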
#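 Assay system: bacterial diaphorase enzyme (C. kluyveri) / Input: enzyme 0.07 U/mL final / Medium: 50 mM HEPES pH 7.4 with 4.542 mM MgCl2, 0.005% Tween 20 / Doses: single compound dose of 20 µM, 1% DMSO final / Incubation: 16 min enzyme reaction, ambient temperature / Signal: fluorescence, excitation 544 nm and emission 590 nm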
# TNAP inh no acc = human TNAP enzyme inhibitors, primary screen, biochemical, luminescent, no phosphate acceptor, uHTS. inhibition, % at 20 µM. Alkaline phosphatase, tissue-nonspecific isozyme (Homo sapiens), P05186. purified TNAP, CDP-star luminescence, 30 min. AID 1012, 2008. 200,000 tested, 0.26% active;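 active = tissue-nonspecific alkaline phosphatase inhibition above about 50% at 20 µM in the single-dose screen, limit read from the data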;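 note: 0% = DMSO negative control and 100% = EDTA positive control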
# bIAP act = bovine intestinal alkaline phosphatase activators, primary screen, biochemical, bovine IAP, CDP-star luminescence; alkaline phosphatase, intestinal [Bos taurus]; activation factor at 20 µM; AID 1016, 2008; 200,000 tested, 0.17% active; purified bovine IAP, 30 min; stronger effect = higher value; fold of DMSO-control signal, blank-subtracted;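 active = activation factor of 2 or more at 20 µM, a signal rise over negative controls twice the positive control's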
# TNAP inh hiacc = human TNAP enzyme inhibitors, primary screen, biochemical, luminescent, high phosphate acceptor level, uHTS | Alkaline phosphatase, tissue-nonspecific isozyme (Homo sapiens), P05186 | purified TNAP, CDP-star luminescence, 1 M DEA | inhibition, % at 20 µM | 200,000 tested, 0.03% active;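 active = over 50% inhibition of tissue-nonspecific alkaline phosphatase at 20 µM in the single-dose screen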;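 note: plate controls were DMSO wells for no effect and EDTA-quenched wells as full inhibition for full effect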
# Active calls of the source: *; . = not tested or not shown.
SMILES,bIAP inh,Lmaj promast,TNAP act hiacc,PMI act,Diaph inh CS,PMI act hi M6P,Diaph act CS,TNAP inh no acc,bIAP act,TNAP inh hiacc
Clc1nc(CN2CCCCC2)nc2sc3c(c12)CCCC3,-5,32,1,1.1,-1,1,1,-13,1.1,-2
COc1cccc2cc(C(N)=O)/c(=N/NC(=O)COc3ccc(Cl)cc3)oc12,14,-1,1,1,3,1,1,-4,0.9,2
COc1ccc(C(=O)OCC(=O)Nc2ccc(F)c(F)c2F)cc1OC,3,-4,1,1,0,1.1,1,-13,1,-2
O=C(CN(C1CCCCC1)S(=O)(=O)c1ccc(Cl)cc1)NCc1ccncc1,-5,11,1.1,1.1,12,1,0.9,-7,1.1,-8
Fc1ccc(/C=C2\CCCC3=C2Nc2ncnn2C3c2ccc(F)cc2)cc1 (configuration not stated),0,73*,1,1.1,11,1,0.9,12,1,3
COc1ccc(/C=C/C(=O)OCC(=O)NCC2CCCO2)cc1 (configuration not stated),27,-5,1,1,8,0.9,0.9,-5,0.7,-2
Cc1cc2ccccc2n1CCNC(=O)COc1ccc2ccccc2c1,13,2,1.1,0.8,37,0.8,0.6,-15,0.9,-6
COc1ccc2oc(=O)c(-c3nnc(NCc4ccco4)s3)cc2c1,10,45,1,1,5,0.9,1,5,0.9,3
O=C1c2cccc3cccc(c23)C(=O)N1c1nccs1,-9,-2,1,0.9,28,0.9,0.7,-8,1.1,-2
O=C(c1ccccc1)N1CCN(c2ccccc2F)CC1,0,4,1,1,2,1,1,-4,1,-3
O=C(OCc1cccc([N+](=O)[O-])c1)c1cccnc1,-22,-7,1,0.9,1,1,1,-5,1.2,-1
Cc1ccc(Oc2c(CO)c(-c3ccccc3)nn2C)cc1,12,3,1,0.9,8,0.9,0.9,-8,0.9,-1
COc1cccc(NC(=S)NNC(=O)C(C)n2nc(C)c([N+](=O)[O-])c2C)c1 (configuration not stated),-42,-8,1,1,27,1,0.7,-23,1.4,-3
O=C(c1cccc(Cl)c1)N1CCC(=O)N(C(COCc2ccccc2)Cc2ccccc2)CC1 (configuration not stated),15,1,1.1,1,9,1,0.9,-12,0.8,-8
O=C(CCl)N1N=C(c2ccco2)CC1c1cccs1 (configuration not stated),10,90*,1,1,5,1.1,1,1,0.9,4
C/C(CC(=O)Nc1ccc(N(C)C)cc1)=N\NC(=O)c1ccccn1,-28,-1,1.1,1.1,-6,1,1.1,-10,1.3,-5
O=C(NCc1ccncc1)C(=O)NCC(c1ccco1)N1CCN(c2ccc(F)cc2)CC1 (configuration not stated),-21,55*,1,0.9,11,0.9,0.9,-11,1.2,-2
OC(COCC1COc2ccccc2O1)CN1CCN(c2ccc(F)cc2)CC1 (configuration not stated),6,12,1,1.1,14,1.2,0.9,3,0.9,4
CC(C)(O)C#Cc1ccc([C@@H]2C[C@H]3CN(c4ccccc4)C(=O)[C@]34CCCN24)s1,-24,-2,1,.,.,.,.,-3,1.2,-3
Cc1c(NC(=O)CSc2nnc(-c3ccncc3)o2)c(=O)n(-c2ccccc2)n1C,-10,-1,1,1.1,-3,1,1,-7,1.1,-4
COc1ccc(/C=C/C2=NC(=C\N(C)C)/C(=O)O2)cc1,-1,8,0.9,0.9,10,0.9,0.9,-2,1,6
O=C(Nc1cccc(-c2cn3ccccc3n2)c1)c1cccc(Cl)c1,8,10,1,0.9,-11,0.9,1.1,-7,0.9,4
NC(=O)c1cccc2c1C(=O)N(C1CCCCC1)C2,13,-3,1,0.9,33,0.9,0.7,-4,0.9,-1
COc1ccc(C=O)cc1CSc1nnc(COc2cccc3cccnc23)o1,-20,-2,1,1,2,1,1,-2,1.2,-4
CC(C)c1nc(CN2CCCCC2)cc(=O)[nH]1,-54,-6,1,0.9,9,0.9,0.9,0,1.5,1

# 13 entries already listed, ordered by molecular weight, highest first.
SMILES,bIAP inh,Lmaj promast,TNAP act hiacc,PMI act,Diaph inh CS,PMI act hi M6P,Diaph act CS,TNAP inh no acc,bIAP act,TNAP inh hiacc
O=C(NCc1ccncc1)C(=O)NCC(c1ccco1)N1CCN(c2ccc(F)cc2)CC1 (configuration not stated),-21,55*,1,0.9,11,0.9,0.9,-11,1.2,-2
CC(C)(O)C#Cc1ccc([C@@H]2C[C@H]3CN(c4ccccc4)C(=O)[C@]34CCCN24)s1,-24,-2,1,.,.,.,.,-3,1.2,-3
OC(COCC1COc2ccccc2O1)CN1CCN(c2ccc(F)cc2)CC1 (configuration not stated),6,12,1,1.1,14,1.2,0.9,3,0.9,4
COc1cccc(NC(=S)NNC(=O)C(C)n2nc(C)c([N+](=O)[O-])c2C)c1 (configuration not stated),-42,-8,1,1,27,1,0.7,-23,1.4,-3
Fc1ccc(/C=C2\CCCC3=C2Nc2ncnn2C3c2ccc(F)cc2)cc1 (configuration not stated),0,73*,1,1.1,11,1,0.9,12,1,3
Cc1cc2ccccc2n1CCNC(=O)COc1ccc2ccccc2c1,13,2,1.1,0.8,37,0.8,0.6,-15,0.9,-6
COc1ccc2oc(=O)c(-c3nnc(NCc4ccco4)s3)cc2c1,10,45,1,1,5,0.9,1,5,0.9,3
O=C(Nc1cccc(-c2cn3ccccc3n2)c1)c1cccc(Cl)c1,8,10,1,0.9,-11,0.9,1.1,-7,0.9,4
C/C(CC(=O)Nc1ccc(N(C)C)cc1)=N\NC(=O)c1ccccn1,-28,-1,1.1,1.1,-6,1,1.1,-10,1.3,-5
O=C(c1ccccc1)N1CCN(c2ccccc2F)CC1,0,4,1,1,2,1,1,-4,1,-3
O=C1c2cccc3cccc(c23)C(=O)N1c1nccs1,-9,-2,1,0.9,28,0.9,0.7,-8,1.1,-2
NC(=O)c1cccc2c1C(=O)N(C1CCCCC1)C2,13,-3,1,0.9,33,0.9,0.7,-4,0.9,-1
CC(C)c1nc(CN2CCCCC2)cc(=O)[nH]1,-54,-6,1,0.9,9,0.9,0.9,0,1.5,1

# More records:
SMILES,bIAP inh,Lmaj promast,TNAP act hiacc,PMI act,Diaph inh CS,PMI act hi M6P,Diaph act CS,TNAP inh no acc,bIAP act,TNAP inh hiacc
O=[N+]([O-])c1cccc(-c2c[n+]3c(n2-c2ccccc2)SCC3)c1,20,18,1,1,12,1,0.9,-5,0.8,-4
COc1ccc(OC)c(S(=O)(=O)N2CCC(C(=O)NCCc3ccccc3)CC2)c1,-11,17,1,0.9,11,0.9,0.9,-4,1.1,-1
COc1cccc(C2CC(c3c(F)cccc3Cl)n3nc(N)nc3N2)c1 (configuration not stated),8,-1,1,1,4,1.1,1,-6,0.9,1
CCCCC(=O)Nc1ccc(NC(=O)c2ccc([N+](=O)[O-])cc2Cl)cc1OC,37,1,1.1,1,13,0.8,0.9,-13,0.6,-5
CCCNC(=O)c1cc2cc([N+](=O)[O-])ccc2s1,5,12,1,1,4,1,1,-11,0.9,-3
O=C(COc1ccccc1Cl)Nc1nc(-c2cccs2)cs1,20,8,1.1,0.8,24,0.8,0.8,-11,0.8,-8
O=C(O)CCCCCNS(=O)(=O)c1cccc2c1C(=O)c1ccccc1C2=O,19,0,1,1.2,14,0.7,0.9,-24,0.8,-1
N#C/C(=C\c1ccc(Cl)cc1)c1nc(-c2ccco2)cs1,6,-1,1,0.8,11,0.9,0.9,-4,0.9,0
CCOc1ccc(N=Nc2c(=O)[nH]n3c(=O)c4c([nH]c23)CCCC4)cc1,20,-1,0.7,1.2,44,1.1,0.6,-55,0.8,30
CCC(=O)Oc1c(S(=O)(=O)c2ccc(C)cc2)c(C)nn1C(C)(C)C,-1,-7,1,1,12,1,0.9,-10,1,-4
Cc1ccc2nc(NC(=O)/C=C/c3ccc4c(c3)OCO4)sc2c1,-3,2,1,0.9,9,0.9,0.9,-8,1,-2
COc1ccc(N(C)C(=O)c2cc3c(Cl)nc4ccccc4c3s2)cc1,18,14,1,0.8,34,0.9,0.7,3,0.8,1
CC1C=CCC2C(=O)N(c3ccc(Cl)cc3O)C(=O)C12 (configuration not stated),1,-1,1,0.9,12,0.9,0.9,-5,1,-4
CCc1c(O)nc(SCC(=O)NC(C)(C)C)n(-c2ccccc2)c1=O,2,-5,1,0.9,13,1,0.9,-8,1,-3
CSc1cccc(NC(=S)N(CCN(C)C)C(C)c2ccccn2)c1 (configuration not stated),-25,3,1,1,-7,0.9,1.1,-6,1.3,-3
COc1cccc(C2CC(c3cccs3)=NN2C(=S)Nc2ccccc2)c1OC (configuration not stated),-5,65*,1,1,14,1,0.9,-6,1.1,-2
CSc1nc2ccc3nc(NC(=O)C4COc5ccccc5O4)sc3c2s1 (configuration not stated),0,78*,1,0.8,20,0.8,0.8,-5,1,2
COc1ccc(-c2cc3ccccc3n2CC(O)CN2CCN(CCO)CC2)cc1 (configuration not stated),3,3,1,1,10,1,0.9,-8,1,-3
Cc1nc2ccccn2c1C(=O)c1ccccc1,5,0,1,0.9,3,1,1,-4,0.9,1
CCC(=O)NCCCCCCCCCNC(=O)CC,8,-7,1,1,11,1.1,0.9,-4,0.9,-3
CC(C)CSc1nnc(N)s1,8,-3,1,1.1,7,1.1,0.9,-3,0.9,-2
COc1ccc(CCNc2nncc(=O)[nH]2)cc1OC,10,6,1,1,9,1,0.9,-11,0.9,3
N#C/C(=C/c1ccc(N2CCOCC2)c([N+](=O)[O-])c1)C(N)=O,14,2,1,1.1,8,1,0.9,6,0.9,1
CCOCCn1c(CN(Cc2ccccc2)Cc2ccccc2)nc2c1c(=O)n(C)c(=O)n2C,-6,30,1.1,0.9,24,0.9,0.8,-6,1.1,-10
CC(C)[C@H](NC(=O)c1ccccc1)C(=O)OCC(=O)NCCc1ccc(F)cc1,6,1,1,0.8,7,0.9,0.9,-11,0.9,2
Nc1[nH]nc2nc3ccccc3cc12,5,-5,1,1.5,7,2.2*,0.9,-2,0.9,3
